Screening data from PubChem BioAssay.
PHOSPHO1 block: blocks human PHOSPHO1 phosphatase activity; recombinant PHOSPHO1, absorbance phosphatase assay; inhibition, % at 13.3 µM; AID 1565; Q8TCT1; hit rate 1.1% among 290,000; in the data active = inhibition above about 60%
Target sequence (Q8TCT1 whole entry, looked up): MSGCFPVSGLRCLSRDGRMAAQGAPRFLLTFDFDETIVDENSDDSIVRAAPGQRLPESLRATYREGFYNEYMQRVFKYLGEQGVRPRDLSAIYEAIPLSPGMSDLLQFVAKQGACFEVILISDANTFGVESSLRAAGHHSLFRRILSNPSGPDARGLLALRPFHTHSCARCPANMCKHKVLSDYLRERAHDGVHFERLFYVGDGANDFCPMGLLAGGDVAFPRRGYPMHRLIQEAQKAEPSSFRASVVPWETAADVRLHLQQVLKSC
pCIP destab: p/CIP protein destabilization. Q05BA5. F442A p/CIP-EGFP cells, EGFP fluorescence, 16 h. decrease of EGFP signal, % at 10 µM. hit rate 0.01% among 290,000. AID 1984;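 active = EGFP signal decrease of at least 30% at 10 µM or well 3 SD below plate mean, unless failing retest; inactive = the rest, including hits failing retest or dose response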; note: some compounds called inactive have numbers as strong as hits; many of its hits are not listed in these tables
FID counter: fluorescent intercalator displacement, NS3 helicase counter-screen; DNA fluorescent intercalator displacement, fluorescence; inhibition, % at 7.9 µM; hit rate 0.17% among 290,000; in the data active = inhibition above about 37%;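 note: 0% = vehicle and 100% = reference compound; higher means more ethidium bromide displaced from hairpin DNA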
VIM-2 inh: inhibitors of Pseudomonas aeruginosa VIM-2 metallo-beta-lactamase | inhibition, % at 5.6 µM | purified VIM-2, nitrocefin hydrolysis, epi-absorbance fluorescence | AID 1527 | hit rate 0.89% among 290,000;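 active = inhibition above the mean of all tested compounds plus 3 SD, cutoff set per screening run, cut at about 7.5% in these data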;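 note: red hydrolysis product quenches plate fluorescence so inhibitors raise well fluorescence; 0% = enzyme with DMSO and 100% = DMSO without enzyme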
IDE cell activ: IDE (human) activation, cell-based; HEK cells, FAbeta-B cleavage, fluorescence polarization; 0% vehicle, 100% cell-free pure enzyme wells; hit rate 0.073% among 340,000; P14735; activation, % at 5.96 µM;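 active = activation above the mean of all tested compounds plus 3 SD, set per screening campaign, cut at about 17% in these data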
IMP-1 inh: inhibitors of Pseudomonas aeruginosa IMP-1 metallo-beta-lactamase | purified IMP-1, nitrocefin hydrolysis, epi-absorbance fluorescence | inhibition, % at 5.6 µM | hit rate 0.45% among 290,000 | AID 1556;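 active = inhibition above the mean plus 3 SD of all compounds in the same screening run, cut at about 4.5% in these data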;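 note: 0% = IMP-1 with DMSO and 100% = DMSO wells lacking enzyme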
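System: Purified IMP-1 | Read-out basis: Percent enzyme inhibition | Controls: IMP-1 with DMSO as 0%, enzyme-free DMSO as 100% | Replicates: One well per compound | Doses: 5.6 µM nominal single concentration | Detection: Epi-absorbance fluorescence, 480 nm excitation, 530 nm emission | Incubation: 25 °C, 15 min preincubation, 25 min reaction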
HCV NS3 hel inh: HCV NS3 helicase inhibition. hit rate 0.56% among 290,000. inhibition, % at 10.9 µM. NS3 helicase DNA unwinding, Cy5 molecular beacon fluorescence. AID 1800;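 active = inhibition above the mean of all tested compounds plus 3 SD, set per campaign, cut at about 35% in these data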;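 note: 0% = DMSO wells and 100% = thioflavine S control wells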
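Material: hepatitis C virus NS3 helicase domain fragment enzyme; measured by: Cy5 fluorescence, 0 and 60 min reads; control set: DMSO and thioflavine S; incubation: 60 min unwinding reaction at 25 °C after ATP addition; read-out basis: % inhibition from 60/0 min fluorescence ratio, DMSO 0%, thioflavine S 100%; repeats: singlicate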
MEKK3 PB1 HTS: MEKK3-MEK5 PB1 interaction, increase or decrease | hit rate 1.4% among 290,000 | AID 1529 | binding response (% of control), % at 10 µM | Q99759 | bead-based flow cytometry, Alexa488-MEK5 binding to MEKK3; actives lie on both sides; 0 = blocked by unlabeled MEK5, 100 = vehicle;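 active = binding response more than 3 SD above or below the average of its plate-row segment, actives on both sides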;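 note: Alexa488 bead fluorescence after subtracting the streptavidin-only scavenger bead signal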
Target sequence (Q99759 whole entry, looked up): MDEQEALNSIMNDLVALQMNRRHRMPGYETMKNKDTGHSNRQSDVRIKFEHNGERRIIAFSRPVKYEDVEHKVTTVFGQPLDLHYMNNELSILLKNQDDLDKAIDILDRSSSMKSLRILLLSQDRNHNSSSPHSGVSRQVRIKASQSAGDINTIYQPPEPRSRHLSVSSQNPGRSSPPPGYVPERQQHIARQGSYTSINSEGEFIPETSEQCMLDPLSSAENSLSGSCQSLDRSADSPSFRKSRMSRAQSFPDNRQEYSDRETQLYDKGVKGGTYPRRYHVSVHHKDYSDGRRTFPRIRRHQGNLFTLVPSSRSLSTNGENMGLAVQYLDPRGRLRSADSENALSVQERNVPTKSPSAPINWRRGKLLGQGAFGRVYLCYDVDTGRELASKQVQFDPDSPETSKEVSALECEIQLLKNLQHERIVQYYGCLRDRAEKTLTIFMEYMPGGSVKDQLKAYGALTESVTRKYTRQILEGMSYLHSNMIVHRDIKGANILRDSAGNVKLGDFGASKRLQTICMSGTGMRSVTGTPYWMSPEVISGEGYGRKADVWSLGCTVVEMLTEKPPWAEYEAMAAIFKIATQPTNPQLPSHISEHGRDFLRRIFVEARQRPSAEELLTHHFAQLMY
UBC9 SUMO inh: blocks human SUMOylation mediated by UBC9. hit rate 0.36% among 290,000. P63279. HTRF SUMOylation assay, SAE1/SAE2 + UBC9, in vitro. inhibition, % at 35 µM. AID 2006; in the data active = inhibition above about 50%, passing the limit was not always enough; note: strong numbers were not always called active
Target sequence (P63279 whole entry, looked up): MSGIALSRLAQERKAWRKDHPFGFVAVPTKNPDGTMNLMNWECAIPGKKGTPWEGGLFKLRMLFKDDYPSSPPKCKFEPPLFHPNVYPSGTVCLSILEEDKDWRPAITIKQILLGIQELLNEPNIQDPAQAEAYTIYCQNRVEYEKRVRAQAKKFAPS
* = called active by the depositor; . = no result given; [ ] = remark or other dose. Not all compounds are listed. The share of hits here may be higher or lower than overall.

SMILES	PHOSPHO1 block	pCIP destab	FID counter	VIM-2 inh	IDE cell activ	IMP-1 inh	HCV NS3 hel inh	MEKK3 PB1 HTS	UBC9 SUMO inh
COc1ccc(N2CC(C(=O)N/N=C/c3c[nH]c4ccccc34)CC2=O)cc1 (stereo not given)	30	-3	-19	-3.8	2	-1.4	-11	112	0
Oc1nc(-c2ccc(Br)cc2)n2ccncc12	-63	0	14	0.6	8	-1.3	1	82	3
O=C(NC1CCCc2ccccc21)c1ccc(Cl)nc1 (stereo not given)	8	-13	-4	-1.7	1	1.5	2	102	14
O=[N+]([O-])c1cccc(NC(=S)N2CCc3ccccc32)c1	23	0	4	0.0	0	0.1	1	101	-1
CCc1n[nH]c2c1/C(=N\O)CC(c1ccccc1)C2 (stereo not given)	-13	5	-7	-3.8	4	-1.7	3	104	17
O=C(O)CCC(=O)NCC1OCCc2ccccc21 (stereo not given)	-34	3	4	-0.7	2	-2.4	0	90	43
CC1CC2(CC(C)(C(=O)CSc3nc4ccccc4s3)OC2=O)C(=O)O1 (stereo not given)	7	-10	-16	-2.7	2	-4.2	1	103	8
COc1cccc(/C=N/NC(=O)c2ccc3nc[nH]c3c2)c1	33	-5	-9	-2.5	-6	-2.6	16	96	2
CCc1cc2cccc(C)c2nc1SCC(=O)Nc1nonc1C	20	-24	-1	-2.4	-2	-1.0	6	100	18
C/C(=N\O)c1cccc(Br)c1	10	-15	1	-0.5	4	-1.6	-5	101	25
CCC(c1nnc(SCC(=O)Nc2nnc(-c3ccccc3)o2)o1)N(C)C (stereo not given)	40	6	-1	-6.2	5	-3.2	9	99	8
CN(c1ccc(C(=O)NCCCn2ccnc2)cc1)S(C)(=O)=O	30	-5	-3	-0.3	-1	-0.7	3	104	18
CO/N=C/C(C(C)=O)C(=O)Nc1ccc(Cl)cc1Cl (stereo not given)	12	-13	-2	-3.3	7	-3.9	9	102	17
CCCOC(=O)N[C@@H]1C(=O)N2C(C(=O)OCCC)=C(C)CS[C@H]12	10	0	-22	-2.2	4	-2.3	0	101	-3
CC1CCc2sc(C(=O)Nc3ccc(N4CCOCC4)cc3)cc2C1 (stereo not given)	-10	-2	-17	0.4	-1	-1.9	2	92	-1
COc1ccccc1/C=N/Nc1nccnc1Cl	-3	-2	0	1.4	7	-1.8	-3	100	6
Cc1cccc(C)c1NC(=O)CN1C(=O)COc2ccccc21	10	-4	-8	-1.8	-1	-1.2	23	94	-2
CC(C)c1ccc(NC(=O)CSc2n[nH]c(=O)n2-c2cccnc2)cc1	-26	9	-18	-3.3	5	-3.0	-7	103	-1
CN1C(=O)[C@@H]2[C@@H]3C[C@@H]([C@H]4ON=C(c5ccc(Cl)cc5)[C@@H]34)[C@@H]2C1=O	7	-4	-3	-2.3	2	-3.4	-6	102	2
COc1ccc(CCNC(=O)C2CC(=O)N(C3CCCCC3)C2)cc1OC (stereo not given)	13	-7	-30	-2.4	3	-2.9	96*	102	.
O=C(NCCCN1CCN(c2ccccc2F)CC1)C1CCN(S(=O)(=O)N2CCOCC2)CC1	6	-2	5	1.1	2	0.4	-4	101	-3
COc1ccccc1N1CCN(c2ccc3ccccc3n2)CC1	36	-10	-24	-1.9	2	-0.9	-4	100	5
COc1cc2c(cc1OC)C1=C(C#N)CCC(=NC(=O)c3ccco3)N1CC2	8	12	-3	-1.4	-2	-4.4	-5	104	5
Oc1ccc(N=Nc2n[nH]c(-c3ccc(Br)cc3)n2)cc1	-3	4	6	-3.6	-1	-6.4	6	104	6
CC(C)Cc1nc2oc3c(=O)[nH]cnc3c2c2c1CCC2	-25	-2	-10	1.7	8	-2.1	-6	106	21
CC(C)Cn1c(NCCN(C)C)nc2c1c(=O)[nH]c(=O)n2C	5	-2	2	-3.9	-1	-4.4	17	103	-3
Nc1nc(NC2CCCCC2)nc(NCCO)c1[N+](=O)[O-]	-30	-6	-5	-1.1	1	-1.1	0	104	1
CS(=O)(=O)c1ncc(CO)n1Cc1ccccc1	56	-2	2	-1.7	4	-2.5	14	96	2
O=C(CCCN1C(=O)/C(=C/c2cccc(Br)c2)SC1=S)Nc1ccccn1	-10	-6	-5	-1.9	0	-2.2	0	104	6
O=C(Nc1ccccc1N1CCOCC1)C1Cc2ccccc2CN1C(=O)c1ccco1 (stereo not given)	14	-3	-20	-2.2	5	-3.2	3	103	23
O=C1C=C(c2ccccc2)C(=O)N1Nc1ccccc1	9	4	6	-2.9	-3	-1.2	3	105	6
CCOC(=O)c1nnn(-c2nonc2-n2cccc2)c1-c1cccc([N+](=O)[O-])c1	32	0	2	-1.3	7	-0.7	-12	100	-4
Cc1cc(C[n+]2ccsc2N)c2ncccc2c1	4	-4	1	-0.2	-1	-1.0	-7	94	-18
Cc1cc(F)ccc1NC(=O)c1cccnc1	30	3	0	-3.1	4	-3.9	6	103	-1
Cc1cc(NC(=O)CSc2nnnn2-c2ccc(C)c(Cl)c2)no1	16	1	-23	0.4	2	2.5	-12	104	17
COc1ccccc1OCc1nc(-c2cccc([N+](=O)[O-])c2)no1	1	-16	-1	-0.4	4	-0.7	-6	99	2
COc1ccc(NC(C)C(=O)N/N=C/c2ccc([N+](=O)[O-])s2)cc1 (stereo not given)	-4	13	15	-2.8	5	-2.5	-5	83	-4
Cc1nnc(SCC(N)=O)n1CC1CCCO1 (stereo not given)	14	3	3	-0.8	2	-1.0	-5	102	1
CCCCCCn1c(CN2CCN(C(=O)c3ccco3)CC2)nc2c1c(=O)n(C)c(=O)n2C	2	8	-37	-4.0	-5	-1.9	-5	109	-16
O=C(Cc1ccccc1)NNC(=O)Nc1ccc(Cl)c(Cl)c1	-5	2	6	-0.9	-1	-0.1	6	97	-25
Cc1nc(Oc2ccc(S(=O)(=O)N3CCOCC3)cc2Cl)c2c3c(sc2n1)CCCC3	-8	-6	-8	-1.3	2	-2.7	8	99	-20
CC(=O)c1ccc(S(=O)(=O)NCCC(=O)OCC(=O)NCCc2ccccc2)cc1	24	-13	-12	-1.0	0	-2.0	0	103	23
C/C(CC(=O)NCC(C)C)=N\NC(=O)COc1cc(C)c(Br)cc1Br	-18	5	-7	-5.1	1	-4.6	-2	106	0
Cc1ccc(-c2csc(NC(=O)c3ccno3)n2)cc1	29	-10	-6	-4.5	0	-1.0	7	105	5
O=C(Cn1cnc2c(cnn2-c2ccc(F)cc2)c1=O)NCc1ccco1	18	2	-3	-0.9	4	-1.8	2	98	-12
O=C(c1ccc(OC2CCN(Cc3ccccc3OC(F)F)CC2)cc1)N1CCCC1	32	-14	13	-1.0	-6	-5.2	-7	101	10
O=C(c1cccs1)N1CCN(S(=O)(=O)N2CCOCC2)CC1	24	-4	-1	-5.3	8	-2.5	-4	106	-18
Cc1sc(NC(=O)C2CCCCC2C(=O)O)c(C(N)=O)c1-c1ccc(C(C)C)cc1 (stereo not given)	20	-4	-28	0.5	-2	-2.2	39*	99	-2
COc1ccc(-c2c(NC(=O)c3ccco3)n(-c3ccccc3)nc(C)c2=O)cc1	25	-8	-3	-1.9	7	-2.4	5	97	25
Cn1cc(SCC(=O)NCc2ccc3c(c2)OCO3)c2ccccc21	-30	-12	-11	-2.1	-3	-2.7	1	102	-3
O=c1[nH]ncc(N2CCN(C(c3ccccc3)c3ccccc3)CC2)c1Cl	-8	-5	-22	-1.9	1	-2.2	2	95	4
O=C(CCC1CCCN(C(=O)CCCc2ccccc2)C1)N1CCN(c2ccccn2)CC1 (stereo not given)	36	1	-49	0.5	-9	-1.8	9	96	8
Cc1c(NC(=O)/C(C#N)=C/c2ccc(-c3ccccc3Cl)o2)c(=O)n(-c2ccccc2)n1C	-9	11	-20	-0.2	-5	-1.9	-7	110	-14
COc1ccc(CN2CCN(S(=O)(=O)c3ccc(F)cc3)CC2)cc1OC	-28	-1	0	-2.1	3	-3.2	-1	13*[inhibitor]	-4
Cc1ccc(CN2CCCOCCS2(=O)=O)cc1	-19	-8	-9	-1.3	-2	-1.7	-1	99	9
COc1ccc(S(=O)(=O)NCc2c(-c3ccccc3)noc2C)c(OC)c1	33	-11	-25	-2.6	4	-2.2	8	101	-11
CCOC(=O)C1C(=O)CC(C)(O)C(C(=O)OCC)C1c1ccc(Br)o1 (stereo not given)	6	-1	-28	-3.1	.	-2.1	7	98	1
CC(=O)Nc1cccc(/C(C)=N/NC(N)=S)c1	42	-1	-6	-1.4	2	-2.8	2	96	9
CCCc1ncc(C(O)c2cccc(OC)c2)n1C (stereo not given)	12	12	2	0.9	3	-0.2	12	103	6
Cc1cc(N)ccc1NC(=O)CN1CCCC1	42	-2	5	0.7	-1	-1.7	3	104	8

Looked up one by one from the list above, four records:
SMILES	PHOSPHO1 block	pCIP destab	FID counter	VIM-2 inh	IDE cell activ	IMP-1 inh	HCV NS3 hel inh	MEKK3 PB1 HTS	UBC9 SUMO inh
CCCCCCn1c(CN2CCN(C(=O)c3ccco3)CC2)nc2c1c(=O)n(C)c(=O)n2C	2	8	-37	-4.0	-5	-1.9	-5	109	-16
O=c1[nH]ncc(N2CCN(C(c3ccccc3)c3ccccc3)CC2)c1Cl	-8	-5	-22	-1.9	1	-2.2	2	95	4
CCc1cc2cccc(C)c2nc1SCC(=O)Nc1nonc1C	20	-24	-1	-2.4	-2	-1.0	6	100	18
COc1ccc(CCNC(=O)C2CC(=O)N(C3CCCCC3)C2)cc1OC (stereo not given)	13	-7	-30	-2.4	3	-2.9	96*	102	.

Additional compounds follow:
SMILES	PHOSPHO1 block	pCIP destab	FID counter	VIM-2 inh	IDE cell activ	IMP-1 inh	HCV NS3 hel inh	MEKK3 PB1 HTS	UBC9 SUMO inh
COc1cc(CN(C)Cc2nc3cc(C(F)(F)F)ccc3c(=O)[nH]2)ccc1OC(F)F	6	8	-15	-2.0	1	0.3	-8	94	-1
COC(=O)c1ccc(CSc2ncnc3c2nnn3-c2ccc(F)cc2)o1	-6	-3	-3	-0.2	-4	-2.4	1	105	13
Cc1nn(C(=O)c2ccccc2)c2c1C(=O)CC(C)(C)C2	-17	-1	-3	-2.1	2	-1.0	2	101	-1
Cc1cccc(N2CCN(CC(=O)Nc3ccc(-n4cnnn4)cc3)CC2)c1C	34	-15	2	-1.1	3	0.2	-6	107	22
CCOc1ccc(NC(=O)CCC(=O)Oc2ccc(C)cc2)cc1	6	-13	-4	-0.2	3	-0.6	6	97	13
CCC(C)[C@H](Nc1nc(-c2ccccc2)nc2c1oc1ccccc12)C(=O)O (stereo not given in full)	12	8	-15	-1.5	5	-1.6	15	111	-10
CN(C)C(=S)Nc1cccc(F)c1	30	-12	-3	-4.3	.	-2.9	2	94	4
CN(C)c1oc(-c2ccccc2F)nc1C#N	-9	2	-1	-3.1	2	-1.9	5	107	-6
COC(=O)c1cc(-c2cccc(OC)c2)on1	11	-4	-3	-0.2	0	-0.6	-4	.	-30
